Screening data: PubChem BioAssay, several laboratories
Y pestis TopoI = Yersinia pestis topoisomerase I inhibitors, primary screen, biochemical, cleavage product accumulation, plate reader, single point; DNA topoisomerase I (Yersinia pestis CO92); Y. pestis Topo-I cleavage product accumulation; activity, % at 10 µM; 360,000 compounds, 0.064% hits; AID 504884, 2011; in the data active means activity above about 50%, passing the limit was not always enough; inconclusive means no clear call, values can overlap the other calls; further: inactives centre near 2
TcdB GH inh = TcdB glycohydrolase inhibitors, primary screen, biochemical, single point, plate reader. inhibition, % at 9.99 µM. Toxin B (Clostridioides difficile), P18177. TcdB glycohydrolase enzymatic assay. 350,000 compounds, 0.24% hits; in the data active means inhibition above about 10%
PrPC TRFRET = inhibitors of human cell surface prion protein PrPC, primary screen, cell-based, TR-FRET; inhibition, % at 13.8 µM; 370,000 compounds, 0.43% hits; TR-FRET read-out; Major prion protein (Homo sapiens), P04156; in the data active means inhibition above about 24%; further: 0% = median of the test wells and 100% = reference compound wells
FadD28 binding = inhibitors of FadD28 bisubstrate probe binding, primary screen, biochemical, fluorescence polarization, single point. inhibition, % at 12.5 µM. 360,000 compounds, 0.22% hits. AID 588549, 2011; in the data active means inhibition above about 8.5%, passing the limit was not always enough; inconclusive means no clear call, values can overlap the other calls
BoNT F protease = BoNT/F light chain protease inhibitors, primary screen, biochemical, flow cytometry, MLPCN library; Multiplex microsphere protease cleavage assay; inhibition, % at 10 µM; 360,000 compounds, 0.22% hits; AID 588497, 2011; in the data active means inhibition above about 35%, passing the limit was not always enough; inconclusive means no clear call, values can overlap the other calls; further: plate controls were buffer without enzyme for full effect and enzyme alone for no effect
Anthrax LF inh2 = Bacillus anthracis LF protease inhibitors, primary screen, biochemical, multiplex microsphere, MLPCN library | multiplex microsphere protease cleavage assay | Lethal factor (Bacillus anthracis), P15917 | 360,000 compounds, 0.12% hits | inhibition, % at 10 µM; further: plate controls were buffer without enzyme for full effect and enzyme alone for no effect
BoNT A protease = BoNT/A light chain protease inhibitors, primary screen, biochemical, flow cytometry, MLPCN library; AID 588499, 2011; 360,000 compounds, 0.17% hits; multiplex microsphere protease substrate cleavage; inhibition, % at 10 µM; further: plate controls were buffer without enzyme for full effect and enzyme alone for no effect
CCHFV vOTU inh = CCHFV vOTU protease inhibitors, primary screen, biochemical, Pep-AMC substrate, fluorescence; Crimean-Congo hemorrhagic fever virus L polyprotein viral ovarian tumor (vOTU) protease …; inhibition, % at 11.5 µM; 370,000 compounds, 0.55% hits; AID 651958, 2012; in the data active means inhibition above about 30%; further: 0% = vehicle wells with enzyme and 100% = no enzyme wells
PfHsp40 yeast = rescue of yeast from PfHsp40 toxicity, primary screen, S. cerevisiae, ATP luminescence; AID 504582, 2011; growth rescue, % at 12.5 µM; S. cerevisiae expressing PfHsp40, growth rescue; 340,000 compounds, 0.68% hits; in the data active means growth rescue above about 28%, passing the limit was not always enough; inconclusive means no clear call, values can overlap the other calls;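 further: yeast W303a lacking pdr1 and pdr3 grown in galactose medium; growth measured after three days at 30 °C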
* hit, by the source's call; ? = inconclusive; . = not tested or not shown. Unless noted, no stated cut-off is given here; in the data, active means inhibition above about 30%; inconclusive means no clear call, values can overlap the other calls; inactive means below that.

SMILES	Y pestis TopoI	TcdB GH inh	PrPC TRFRET	FadD28 binding	BoNT F protease	Anthrax LF inh2	BoNT A protease	CCHFV vOTU inh	PfHsp40 yeast
CC(=NNc1nc2ccccc2s1)c1ccncn1	-6.0	-0.3	16.8	2.7	-9.0	1.2	-0.3	16.5	149.9*
CC(=O)n1cc(/C=C2/N=C(c3ccccc3)OC2=O)c2ccccc21	-4.1	.	10.7	-3.0	7.7	-0.3	1.8	27.2	-0.9
COc1cc(C(=S)N2CCCC2)cc(Cl)c1OCC(=O)Nc1ccc(C)cc1C	7.7	.	6.0	-3.3	-5.3	-2.0	3.1	19.6	-0.5
CCOc1cc(/C=N/NC(=O)COc2ccc(Cl)cc2)ccc1OS(=O)(=O)c1ccccc1	24.9	.	11.4	0.6	-1.3	-3.7	-0.6	13.1	1.7
COc1ccccc1C1CC(c2ccc(NS(C)(=O)=O)cc2)=NN1C(=O)c1ccccc1 (stereo not drawn)	-13.3	1.4	-3.2	-8.4	-5.4	-1.4	-0.1	1.3	-0.4
COc1cccc(C(=O)CSc2nnnn2C)c1	5.3	.	2.7	-3.9	2.1	0.7	-0.1	1.5	-0.2
Cc1cc(C)nc(NS(=O)(=O)c2ccc(Br)s2)c1	4.3	1.8	-2.8	-4.9	-3.8	1.4	0.8	0.9	-1.5
CCc1cc(=O)oc2c(C)c(OCC(=O)N3C[C@H]4C[C@@H](C3)c3cccc(=O)n3C4)ccc12	1.1	4.8	-0.1	-1.8	-2.7	-1.1	0.6	0.4	1.5
CCc1nc2ccc(C(=O)N3CCCCC3)cn2c1N(C)CCCc1ccccc1	24.9	-0.9	-4.3	-2.1	-7.1	0.1	-0.4	2.5	.
Cc1ccc(NC(=O)COCC(=O)Nc2ccc(C)cc2)cc1	1.3	-1.0	9.7	-0.8	15.3	8.8	1.2	7.0	0.7

As a short view, some entries already given.
SMILES	Y pestis TopoI	TcdB GH inh	PrPC TRFRET	FadD28 binding	BoNT F protease	Anthrax LF inh2	BoNT A protease	CCHFV vOTU inh	PfHsp40 yeast
CCc1nc2ccc(C(=O)N3CCCCC3)cn2c1N(C)CCCc1ccccc1	24.9	-0.9	-4.3	-2.1	-7.1	0.1	-0.4	2.5	.
Cc1ccc(NC(=O)COCC(=O)Nc2ccc(C)cc2)cc1	1.3	-1.0	9.7	-0.8	15.3	8.8	1.2	7.0	0.7

(list continues)
SMILES	Y pestis TopoI	TcdB GH inh	PrPC TRFRET	FadD28 binding	BoNT F protease	Anthrax LF inh2	BoNT A protease	CCHFV vOTU inh	PfHsp40 yeast
N#CC1=C(SCc2ccccc2)NC(=O)CC1c1ccccc1 (stereo not drawn)	12.8	.	2.3	-0.3	6.0	-1.8	0.2	14.7	-0.6
COc1ccccc1/C=C/C=c1\sc2nc(=O)c(Cc3ccccc3)nn2c1=O	3.0	-0.6	-2.4	1.4	?	8.4	-1.2	-8.2	-0.5
COC(=O)C1=C(C)N(CCCC(=O)O)C(=O)NC1c1ccc([N+](=O)[O-])cc1 (stereo not drawn)	0.5	-0.7	-5.6	-2.9	-12.6	-2.9	-0.8	-3.5	0.8
CCCCN(CC)C(=O)c1oc2ccc(S(=O)(=O)N3CCCC3)cc2c1C	29.9	-0.5	9.7	-4.5	-5.7	-1.0	-1.1	5.1	-1.3
COC(=O)c1sccc1NC(=O)Nc1cccc(OC)c1	-3.9	0.8	-3.0	-3.0	-12.3	-2.1	-0.1	13.4	-1.8
COc1ccc(N(C(=O)/C=C/c2ccccc2)C2=CC3CCC(C2)N3C)cc1 (stereo not drawn)	4.5	0.5	-14.0	-1.5	-3.3	-7.5	1.0	-2.8	0.1
Nc1cccc(C2=Nc3cccc4cccc(c34)N2)c1	-20.4	.	-0.7	-6.4	-1.1	-2.6	-0.7	3.4	0.1
COc1ccccc1N1C(=O)CC(N2CCc3ccccc32)C1=O (stereo not drawn)	5.1	.	0.5	-0.8	-5.8	-5.9	1.9	-2.6	-1.8
O=C(c1ccc(OC2CCN(C/C=C/c3ccc(F)cc3)CC2)cc1)N1CCCCC1	27.4	0.5	-11.8	0.1	-3.2	-1.6	0.0	5.6	-0.3
COc1ccc(-n2cnc3scc(-c4ccc(OC)c(OC)c4)c3c2=O)cc1	-7.6	1.2	-13.3	-1.3	1.6	0.3	-0.5	4.7	2.0
CCOc1ccc(/C=N/NC(=O)c2ccc(O)cc2)cc1CN1CC2CC(C1)c1cccc(=O)n1C2 (stereo not drawn)	1.2	-0.2	-3.6	-6.3	-6.7	2.7	0.2	4.3	0.3
Cc1cccc(C(=O)NCC(=O)N2CCOCC2)c1	6.4	0.0	3.5	-2.5	3.8	1.5	-0.9	-0.7	?
CCOC(=O)[C@]12CCCC=C1N(Cc1cccc3ccccc13)C(=O)[C@H](CC(=O)N1CCCC1)C2	.	1.1	-4.0	.	-18.5	-13.4	-1.8	3.4	.
CC(C)CNC(=O)c1nn(Cc2ccccc2)c(=O)c2ccccc12	10.2	2.8	-6.4	-3.7	-1.9	-0.1	-0.6	6.7	0.0
Cc1cc(C)nc(SCc2cc(=O)c(OC(=O)c3ccc(S(=O)(=O)N(C)C)cc3)co2)n1	29.0	.	-2.8	-5.2	17.6	-0.7	0.9	2.6	90.3*
CCOC(=O)c1ccc(S(=O)(=O)Nc2cc(S(=O)(=O)Nc3ccc(OC)cc3)ccc2O)cc1	2.7	-2.1	8.8	0.7	-3.6	-6.7	0.2	15.1	0.5
Cc1nn(C)c(Cl)c1CN1CCCC(CCC(=O)NCc2ccccc2F)C1 (stereo not drawn)	-7.5	1.6	-6.3	-2.7	1.2	1.3	-0.6	-11.8	-0.8
CCOc1ccccc1N(CC(=O)NC1CCCCC1)S(=O)(=O)c1ccc(C)cc1	9.5	0.4	-5.5	-0.3	-23.8	-4.9	-4.3	-3.4	1.8
Cc1cccnc1NC(=O)CNC(=O)c1cccs1	3.4	1.4	0.9	-4.6	-9.3	2.1	-1.7	0.7	-0.7
CCC(COC)Oc1cc(NCc2ccccc2)c2ncn(C(C)C)c2c1 (stereo not drawn)	6.4	-0.9	-21.1	-0.2	-7.4	-1.3	0.5	70.4*	-0.4

The list goes on, starting with the last four of the part before.
SMILES	Y pestis TopoI	TcdB GH inh	PrPC TRFRET	FadD28 binding	BoNT F protease	Anthrax LF inh2	BoNT A protease	CCHFV vOTU inh	PfHsp40 yeast
Cc1nn(C)c(Cl)c1CN1CCCC(CCC(=O)NCc2ccccc2F)C1 (stereo not drawn)	-7.5	1.6	-6.3	-2.7	1.2	1.3	-0.6	-11.8	-0.8
CCOc1ccccc1N(CC(=O)NC1CCCCC1)S(=O)(=O)c1ccc(C)cc1	9.5	0.4	-5.5	-0.3	-23.8	-4.9	-4.3	-3.4	1.8
Cc1cccnc1NC(=O)CNC(=O)c1cccs1	3.4	1.4	0.9	-4.6	-9.3	2.1	-1.7	0.7	-0.7
CCC(COC)Oc1cc(NCc2ccccc2)c2ncn(C(C)C)c2c1 (stereo not drawn)	6.4	-0.9	-21.1	-0.2	-7.4	-1.3	0.5	70.4*	-0.4
O=C(C1=C[C@@H](c2coc3ccccc3c2=O)C[C@@H](OCCCCO)O1)N1CCN(Cc2ccc3c(c2)OCO3)CC1	13.7	-0.4	-2.1	0.2	-1.6	6.2	-0.1	6.2	0.1
COc1ccc2c(c1)N(S(=O)(=O)c1ccccc1)CCC2=O	-2.1	.	6.2	-0.8	-2.4	-1.7	-0.3	13.9	-0.6
CCc1cccc(CC)c1NC(=O)COC(=O)CC1c2ccccc2CCN1S(=O)(=O)c1ccccc1 (stereo not drawn)	13.6	0.5	11.5	-4.2	-1.2	-2.3	-0.2	0.7	1.3
O=C(COC(=O)/C=C/c1ccc(Cl)cc1)NC1CCCCCC1	5.0	-2.5	5.7	.	5.4	-2.1	1.2	7.4	0.4
COc1cccc(/C=N/Nc2ncnc3scc(-c4ccccc4)c23)c1OC	2.1	3.3	7.2	-5.9	-1.6	0.5	2.3	-16.9	2.0
C(=C\c1ccccc1)/CSc1nnc(-c2ccccn2)n1Cc1ccco1	32.1	0.8	-10.3	-1.8	11.5	-2.5	0.2	11.4	0.6
CCN(CC(=O)Nc1ccc(OC)cc1)C(=O)c1ccc(NS(=O)(=O)c2ccc(C(C)=O)cc2)cc1	-9.5	0.4	-7.0	-1.6	4.5	-3.5	5.9	5.3	-0.8
CCCN(CC(=O)Nc1ccc(Cl)cc1Cl)C(=O)/C=C/c1ccco1	23.6	1.7	0.1	-1.8	-6.7	-1.3	-1.2	4.0	0.2
C#CCOCCOCCOCCNc1nc(N2CCN(C(=O)[C@H]([C@@H](C)O)n3cc(CCCCN)nn3)CC2)nc(N2CCN(C(=O)[C@H](CCCCN)n3cc(CC(C)O)nn3)CC2)n1 (stereo partly drawn)	11.7	1.6	7.9	-0.7	-4.7	-7.2	-0.7	2.8	-1.9
CC[C@@]1(C(=O)OC)N[C@H](CN(C)C(=O)NC(C)C)[C@@H]2C(=O)N(Cc3ccccc3)C(=O)[C@@H]21	2.9	0.6	-2.3	-1.8	-2.9	-8.4	-0.2	-3.6	1.6
COc1ccc(-c2csc(COC(=O)C(C)(C)C)n2)cc1	0.6	1.1	-9.1	-6.9	?	-9.8	?	-9.7	0.6
COc1ccccc1NC(=O)c1ccc(NC(=O)COC(=O)C2CC2C)cc1 (stereo not drawn)	-2.2	.	-3.0	-1.7	-0.5	1.6	0.5	-1.3	2.0
COc1ccc(N2CCN(C(=O)CSc3nnc(-c4cc5ccccc5cc4O)n3C)CC2)cc1	6.5	.	2.8	-3.9	-14.6	-11.4	17.0	5.5	1.0
Cc1ccc(OCC(=O)NC2CC(C)(C)NC(C)(C)C2)c(C)c1	-10.2	1.5	4.9	-0.8	-1.3	-1.1	0.7	-13.6	0.1
CCCNC(=O)C1(C)CCN(C(=O)c2ccc3c(c2)CCO3)C1 (stereo not drawn)	0.4	0.7	-4.8	-2.4	6.0	4.5	-0.6	6.4	.
O=S(=O)(c1ccc(F)cc1)N1CCN(CC2CC3C=CC2C3)CC1 (stereo not drawn)	17.3	-1.0	4.5	1.8	-0.3	-2.2	-1.3	-1.9	1.9
O=C(COC(=O)c1cc(NS(=O)(=O)c2cccs2)ccc1O)Nc1ccc(F)c(F)c1F	-16.1	2.0	-7.0	-3.8	-3.7	0.0	-0.1	13.4	1.1
CC1CC(C)CN(S(=O)(=O)N2CCCC(C(=O)NC3CCCCC3)C2)C1 (stereo not drawn)	0.2	-10.9	7.6	-0.3	-3.2	0.7	-0.6	20.5	0.0
COc1ccc(S(=O)(=O)N2CCOCC2)cc1NC(=O)c1cccc2c(=O)c(C)c(-c3ccccc3)oc12	0.0	0.6	4.7	-1.6	-5.6	-1.9	-0.9	-0.5	-0.9
C=CCOc1ccccc1CN1CCC(Cc2ccccc2)CC1	20.5	0.7	6.2	-0.2	?	13.7	0.1	11.3	-2.0
O=C(CN(C(=O)c1csnn1)c1ccc(F)c(Cl)c1)NCc1ccc2c(c1)OCO2	-13.2	-0.1	-0.5	-0.8	-2.9	16.0	-0.2	5.2	-0.1
Cc1cc(C)nc(NN=CC2=C(N3CCOCC3)/C(=C/c3ccc(Cl)cc3)CC2)n1	2.6	-0.1	11.1	-4.2	-8.8	-5.2	0.1	4.9	24.2
CCNC(=O)C(=O)NCC1CCCN1S(=O)(=O)c1cccs1 (stereo not drawn)	0.7	-0.7	-2.9	-3.6	9.5	1.7	-1.8	-7.3	-0.1
CCCN1Cc2cccc(C(=O)NC(CC(=O)OCC)c3ccc(C)cc3)c2C1=O (stereo not drawn)	5.6	2.2	5.8	-1.7	-5.9	-0.7	-0.5	1.1	0.0
C/C(=N\Nc1ccc(Cl)c(C(=O)O)c1)c1ccc[nH]1	-20.5	-4.9	-4.1	27.7*	.	.	.	-1.8	-0.3
COc1ccccc1N(C(=O)c1ccco1)C(C(=O)NC1CCCC1)c1ccc(N2CCOCC2)cc1 (stereo not drawn)	11.3	0.6	-1.9	-2.0	1.0	1.4	1.0	8.3	0.3
